Assay outcomes as filed in PubChem.
GSK3 alpha inh: human GSK-3 alpha kinase inhibition. P49840. ADP-Glo luminescence, 60 min. inhibition, % at 10 µM. 0.1% of 320,000 active. AID 2650;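 in the data active = inhibition above about 50%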;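 also: GST-tagged GSK-3 alpha with peptide substrate and 25 µM ATP; 0% = DMSO neutral wells and 100% = GW8510 positive control wells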
Target sequence (P49840 whole entry, looked up): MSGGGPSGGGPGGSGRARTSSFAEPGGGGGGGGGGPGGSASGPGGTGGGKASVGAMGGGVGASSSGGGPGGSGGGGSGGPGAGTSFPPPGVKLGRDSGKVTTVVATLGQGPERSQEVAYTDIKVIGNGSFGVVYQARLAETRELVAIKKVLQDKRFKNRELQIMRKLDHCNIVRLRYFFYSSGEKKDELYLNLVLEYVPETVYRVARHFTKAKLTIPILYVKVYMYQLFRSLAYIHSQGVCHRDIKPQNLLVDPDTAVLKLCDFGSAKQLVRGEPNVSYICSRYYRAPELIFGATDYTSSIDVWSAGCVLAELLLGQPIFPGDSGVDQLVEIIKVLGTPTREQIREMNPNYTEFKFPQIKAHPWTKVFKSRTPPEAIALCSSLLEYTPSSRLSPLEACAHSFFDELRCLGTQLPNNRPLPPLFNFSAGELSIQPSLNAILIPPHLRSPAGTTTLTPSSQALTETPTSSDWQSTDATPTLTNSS
KLF5 inh: inhibitors of KLF5 expression; DLD-1 KLF5 promoter-luciferase reporter, luminescence; AID 1700; inhibition, % at 5 µM; 0.23% of 290,000 active;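 active = inhibition above a per-plate limit of that plate's mean compound inhibition plus 3 SD, cut at about 60% in these data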;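 also: 0% = DMSO wells and 100% = LY294002 at 200 µM; higher means less KLF5 promoter-driven luciferase light; inactives centre near -14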
IEC-6 cytotox: kills IEC-6 intestinal cells in KLF5 counter-screen | IEC-6 cytotoxicity, luminescence viability | inhibition, % at 5 µM | 0.78% of 290,000 active | AID 1825; in the data active = inhibition above about 22%;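 also: 0% = plate median of test compound wells and 100% = cytotoxic reference compound wells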
AI-2 QS modul: Vibrio harveyi AI-2 quorum sensing modulation. 0.4% of 300,000 active. activity change, % at 7.5 µM. Vibrio harveyi JMH597 AI-2 luminescence/OD600 ratio, 9 h; hits give low values; strain lacks LuxN and CqsS sensors; 0 = neutral-control median; in the data active = activity change below about -75%, passing the limit was not always enough;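 also: luminescence divided by OD600 gain over 9 h not by final OD600 alone; inactives centre near 13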
HSF1 inh: HSF1 inhibition | activity change, negative = inhibition, % at 7.5 µM (by protocol) | NIH3T3-HGL HSE-luciferase, MG132-induced, luminescence 8 h; hits give low values | 0.77% of 300,000 active | AID 2098;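 active = more than half of replicate wells show activity change below -50%, luminescence cut by over half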;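 also: luciferase reports HSF-1 transcriptional activity via heat shock element; 0% = median of DMSO wells and -100% = zero luminescence signal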
HSF1 activator: increases HSF-1 driven luciferase reporter signal | 1.7% of 300,000 active | NIH3T3-HGL HSF-1 luciferase reporter, MG132, 8 h; 100% = twice DMSO control signal | activation, % at 9 µM;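 active = mean replicate activation of at least 50% with a set share of replicates each reaching 50%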;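 also: 0% = median of the neutral control wells and 100% = twice that signal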
GSK3B inh: inhibitors of human GSK3beta kinase. GST-GSK3beta kinase, ADP-Glo luminescence, 60 min; hits give low values. 0.038% of 300,000 active. activity score (negative = inhibition), % at 10 µM;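 active = more than half of replicate wells score below -50%, meaning over 50% inhibition versus plate controls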;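 also: 0% = median DMSO wells and -100% = median GW8510 positive control wells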
Target sequence (P49841 whole entry, looked up): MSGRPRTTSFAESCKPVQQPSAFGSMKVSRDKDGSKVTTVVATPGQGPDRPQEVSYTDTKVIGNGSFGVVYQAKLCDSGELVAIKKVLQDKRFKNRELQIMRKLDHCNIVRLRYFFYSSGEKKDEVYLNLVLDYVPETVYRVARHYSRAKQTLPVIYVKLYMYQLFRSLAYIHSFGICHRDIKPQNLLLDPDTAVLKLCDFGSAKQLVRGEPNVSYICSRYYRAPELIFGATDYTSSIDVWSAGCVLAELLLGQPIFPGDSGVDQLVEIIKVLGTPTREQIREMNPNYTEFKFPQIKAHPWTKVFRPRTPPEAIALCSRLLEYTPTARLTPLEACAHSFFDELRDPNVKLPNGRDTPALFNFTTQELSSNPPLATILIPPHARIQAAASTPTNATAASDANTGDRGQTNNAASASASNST
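test system = GST-tagged human GSK3beta kinase, cell-free | reagent = 25 µM ATP with peptide substrate | dosing = one dose of 10 µM per compound | schedule = 60 min reaction, RT | detection = luminescent ADP-Glo measurement of ADP formed | control set = DMSO neutral wells and GW8510 at 20 µM as positive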
HSP90 inh: HSP90 refolding inhibition in rabbit reticulocyte lysate; luciferase refolding luminescence, 3 h; inhibition, % at 5.6 µM; 0.91% of 290,000 active; AID 1789;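 active = inhibition above the screen-wide mean plus 3 SD, computed separately per campaign, cut at about 16% in these data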;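 also: 0% = DMSO wells and 100% = 60 µM geldanamycin wells; inhibitors lower the luminescence because luciferase stays unfolded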
aSyn 5UTR inh: 5' untranslated region of α-synuclein, MLPCN primary screen. alpha-synuclein 5'UTR reporter, inhibitor activity. inhibition, % (tested at 7.5 µM). 0.82% of 300,000 active. AID 1813; in the data active = inhibition above about 60%;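 also: H4 neuroglioblastoma cells stably carrying SNCA 5'UTR luciferase fusion; 0% = DMSO wells and 100% = positive control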
PolyA inhibitor: inhibitors of polyadenylation in S. cerevisiae; S. cerevisiae SKY197-pL101 polyadenylation reporter, beta-gal luminescence; efflux-impaired pdr1/pdr3 knockout yeast; score 100 = 6 SD above DMSO; calls only at 12 µM; 0.02% of 300,000 active; AID 1875;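 active = lowest replicate activity score at least 50, where 100 means six control SD above control mean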;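 also: yeast exposed to compound for 9 h at 30 °C; higher score means more reporter readthrough which indicates perturbed polyadenylation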
Active calls of the source: *; i = inactive; x = no result given. An excerpt (hit frequency here may not be typical).

SMILES	GSK3 alpha inh	KLF5 inh	IEC-6 cytotox	AI-2 QS modul	HSF1 inh	HSF1 activator	GSK3B inh	HSP90 inh	aSyn 5UTR inh	PolyA inhibitor
Cc1ccccc1OCCCCCn1ccnc1	-3	-39	-1	-8	-5	-2	0	1	5	i
Cn1cc(Cl)c(C(=O)N/N=C/c2ccc3c4c(cccc24)CC3)n1	-1	-87	-3	17	6	-3	-1	4	-126	i
CCN(CC)C(=O)Cc1cn(C)c2ccccc12	-2	-26	-3	1	-5	7	-2	-2	2	i
CCOC(=O)C1CCN(C(=O)c2ccc(OC)cc2OC)CC1	0	-12	-6	22	-5	2	-1	0	1	i
O=C(Cc1ccccc1)NCCc1cnc[nH]1	-1	10	-7	12	-4	4	1	-1	-19	i
O=C(NNS(=O)(=O)c1cccc(Cl)c1Cl)c1cccc(S(=O)(=O)N2CCOCC2)c1	-2	-23	0	23	3	16	2	2	-10	i
Fc1ccccc1-c1nc(N2CCCCC2)c2ccccc2n1	-1	-2	-5	14	-7	5	1	-6	17	i
CCCCOC(C)n1cc(F)c(=O)[nH]c1=O (stereo unspecified)	0	-16	-8	5	-3	-2	3	-3	0	i
O=C(NC1CC1)c1cc2c(s1)-c1ccccc1OC2	1	-176	16	13	25	35	4	2	-82	i
O=c1[nH]c2ccccc2cc1-c1nnn(-c2ccccc2)n1	-3	x	x	6	-10	-7	-6	x	8	i
CSc1c(C#N)c(N)nc2sc(C(=O)c3ccc(Cl)c(Cl)c3)c(N)c12	-2	-23	1	1	2	21	-3	1	-12	i
COc1cc2nc(CN3CCC(C(O)(c4ccccc4)c4ccccc4)CC3)[nH]c(=O)c2cc1OC	-1	-32	-2	16	5	11	1	1	-2	i
O=C(Cn1ncc2c1-c1ccccc1OC2)Nc1nc2ccccc2s1	-2	-33	-2	9	-1	1	-1	-2	16	i
CC(NC(=O)c1cc2c(s1)CS(=O)(=O)C2)c1ccccc1 (stereo unspecified)	2	-1	2	14	-6	-11	-1	-1	-2	i
COc1ccc(C(=O)COC(=O)CN2C(=O)C3C4C=CC(C4)C3C2=O)cc1 (stereo unspecified)	0	2	-1	11	1	9	2	0	3	i
COc1cc(C(=O)Nc2nnc(S(=O)(=O)N3CCCCCC3)s2)cc(OC)c1OC	-3	-15	1	1	0	-7	5	1	-12	i
COc1cccc(C2Nc3cc(Cl)c(S(N)(=O)=O)cc3S(=O)(=O)N2)c1 (stereo unspecified)	-2	-17	-2	29	-1	5	3	1	7	i
COc1cc(C(=O)NCCOc2cccc(C)c2)c(Br)c(OC)c1OC	-2	-39	1	7	-2	-8	0	-1	11	i
CCN(CC)c1ccc(-n2c(C)c(C(C)=O)c(C(C)=O)c2C)cc1	-2	-37	1	5	-4	0	0	0	-13	x
COc1ccc(-c2csc(C3=C(O)CN(CCCN4CCCC4=O)C3=N)n2)cc1OC	-8	-12	-9	11	-5	-13	1	-2	-13	i
C=CCNC(=S)N(CC)c1cccc2ccccc12	9	-17	7	17	-4	16	-2	0	-7	i
O=C1CCCC(=O)N1c1ccc(N2CCN(c3ccccc3)CC2)c([N+](=O)[O-])c1	-1	-26	-2	20	3	11	2	0	27	i
COc1ccc(C(=O)NC2CCCCCC2)cc1S(=O)(=O)Nc1ccc(Br)cc1	-3	-32	1	7	-4	11	-2	6	-12	i
COc1ccccc1NC(=O)COc1ccc2c(c1)OCO2	-1	-29	4	-15	19	32	-1	-1	-76	i
Cc1ccc(NS(=O)(=O)c2ccc3c(c2)NC(=O)CO3)cc1	x	-6	4	-86*	2	4	1	3	-16	i
CCN(CC)C(=O)c1[nH]cnc1C(=O)NCC(=O)OC(C)(C)C	-1	-20	1	16	-5	-1	2	0	-1	i
NS(=O)(=O)c1cc2c(cc1Cl)NCNS2(=O)=O	x	7	0	18	-69*	-75	-2	3	8	i
Cc1ccc(C23CC4CC(CC(NC(=O)NC(C)(C)CO)(C4)C2)C3)cc1	0	-8	-5	0	0	15	-1	0	-6	i
N#C/C(=C(/O)c1ccc(-c2cccc([N+](=O)[O-])c2)o1)c1nc2ccccc2s1	x	-4	7	0	-6	-16	-2	-5	-105	i
CCN1CCN(c2ccc(NC(=O)c3ccc(Cl)c(N4CCCC4=O)c3)cc2)CC1	3	-1	5	5	0	14	-5	4	-10	i
O=C1NCCN(Cc2ccoc2)C1CC(=O)N(CCO)Cc1ccccc1 (stereo unspecified)	-2	3	3	16	-5	10	0	0	3	i
CC(C)(C)c1ccc(-c2nc(C=O)c3ccccn23)cc1	-1	-16	5	12	-12	-4	1	9	-19	i
Nc1n[nH]c(-c2ccc([N+](=O)[O-])cc2[N+](=O)[O-])n1	2	-29	-8	32	-24	-39	1	-4	1	i
CCCN(CCC)CCCNC(=O)c1ccc2c(c1)N(CC)C(=O)c1ccccc1S2=O (stereo unspecified)	-2	12	0	9	-2	-1	-2	-2	1	i
Cc1cc(C)c2ccc(N)nc2c1O	-1	-20	3	19	7	24	1	-2	65*	i
O=C(Cc1ccc(-c2ccccc2)cc1)Nc1ncccc1O	2	-84	7	13	25	20	-1	-2	-97	i
C/C(=N\NC(=O)c1nc2ccccn2c1C)c1cc2ccccc2o1	1	-22	0	24	8	14	-1	4	-27	i
CN(Cc1cccc(F)c1)C(=O)c1cccc(S(=O)(=O)N2CCN(Cc3ccccc3)CC2)c1	-2	-28	-5	4	-3	6	2	1	8	i
Cc1ccc(OCc2nc(C#N)c(N3CCN(Cc4ccccc4)CC3)o2)cc1	2	-8	1	34	7	2	0	1	17	i
O=C(NCc1ccc(N2CCCC2=O)cc1)c1cn(Cc2ccccc2)nn1	0	-15	-1	0	-9	5	3	6	-5	i
CCc1nnc(N/N=C/c2c(F)cccc2Cl)n1N	-3	-17	1	5	19	36	-4	-1	-1	i
O=S(=O)(Nc1ccc(N2CCOCC2)cc1)c1ccc(Cl)s1	-3	-32	1	33	-6	-6	2	1	-8	i
CS(=O)(=O)ON=C1CCN(S(=O)(=O)c2ccccc2)CC1	0	-7	-2	18	-7	4	1	-4	-5	i
Oc1ccc(-c2nccc(-c3cccs3)n2)cc1	21	-114	0	-9	16	40	7	-2	-157	i
COc1ccc(NS(=O)(=O)c2cc(NC(=O)CCSc3ccccc3)ccc2OC)cc1	-1	12	-7	1	3	9	-1	0	-6	i
CC(C)CN(C(=O)CC(C)c1ccccc1)c1c(N)n(Cc2ccccc2)c(=O)[nH]c1=O (stereo unspecified)	-2	x	x	10	3	-11	0	x	16	i
COC(=O)CC1C(=O)NC(C)=C1C(=O)OC (stereo unspecified)	-2	16	0	16	-3	9	4	37*	3	i
Cc1ccc(NC(=O)CSc2nnc(-c3ccncc3)o2)cc1C	6	-19	2	38	-13	-28	-2	0	-23	i
CC(C)CC(NC(=O)/C(=C\c1ccco1)NC(=O)c1ccco1)C(=O)O (stereo unspecified)	-3	-10	2	-8	-5	14	2	3	5	i
C/C(CCc1ccco1)=N/NC(=O)CCC(=O)Nc1ccc(Br)cc1	-3	-24	0	34	-5	5	2	0	0	i
COc1ccc(CC(=O)Nc2ccc3nc(SC)sc3c2)cc1OC	-1	-5	-1	15	8	-6	5	1	-1	i
N#CC(c1ccncc1)(c1ncc(C(F)(F)F)cc1Cl)N1CCOCC1 (stereo unspecified)	0	-8	11	27	2	1	0	0	12	i
CCN1CCN(c2ccc(NC(=O)c3ccc4c(c3)OCO4)cc2)CC1	1	-53	-2	21	-2	16	-2	-1	-123	i
CCOC(=O)C1=C(CC)OC(N)=C(C#N)C1c1ccsc1 (stereo unspecified)	1	-16	0	21	-2	-17	0	7	-20	i
Cc1ccc(NC(=O)c2ccc(=O)n(CC(=O)Nc3ccccc3)n2)cc1	-1	-6	-1	23	0	1	-5	-3	13	i
CCCN1C2CCCC1CC(NC(=O)c1ccc(F)cc1)C2 (stereo unspecified)	-2	-54	-2	16	2	15	0	3	-10	i
CCc1nc(N2CCN(C(=O)c3ccco3)CC2)c(C#N)c2c1COC(C)(C)C2	2	-6	-1	11	-2	5	1	1	18	i
COc1ccccc1-c1cc(C(=O)NCCCn2ccnc2)no1	0	-28	1	32	-3	0	-1	-2	-1	i
O=CN1CCN(C(=O)c2ccc(-c3nc4ccccc4s3)s2)CC1	-1	-128	4	25	-9	-3	3	9	-22	i
COc1cc(C(CC(=O)N2CCOCC2)c2c(OC)cc(OC)c3ccc(=O)oc23)cc(OC)c1OC (stereo unspecified)	-1	x	x	29	1	-10	-1	x	1	i

In a second layout: entries from further up
Molecule | GSK3 alpha inh | KLF5 inh | IEC-6 cytotox | AI-2 QS modul | HSF1 inh | HSF1 activator | GSK3B inh | HSP90 inh | aSyn 5UTR inh | PolyA inhibitor
COc1ccc(C(=O)NC2CCCCCC2)cc1S(=O)(=O)Nc1ccc(Br)cc1 | -3 | -32 | 1 | 7 | -4 | 11 | -2 | 6 | -12 | i
COc1ccccc1NC(=O)COc1ccc2c(c1)OCO2 | -1 | -29 | 4 | -15 | 19 | 32 | -1 | -1 | -76 | i
Cc1ccc(NS(=O)(=O)c2ccc3c(c2)NC(=O)CO3)cc1 | x | -6 | 4 | -86* | 2 | 4 | 1 | 3 | -16 | i
CCN(CC)C(=O)c1[nH]cnc1C(=O)NCC(=O)OC(C)(C)C | -1 | -20 | 1 | 16 | -5 | -1 | 2 | 0 | -1 | i

(continued)
SMILES	GSK3 alpha inh	KLF5 inh	IEC-6 cytotox	AI-2 QS modul	HSF1 inh	HSF1 activator	GSK3B inh	HSP90 inh	aSyn 5UTR inh	PolyA inhibitor
COc1ccc(-c2nnc3sc(-c4ccccc4OC)nn23)cc1	1	x	x	30	-10	-10	-2	x	20	i
O=C(CCN1C(=O)/C(=C/c2ccc3c(c2)OCO3)SC1=S)Nc1ccccc1	-2	-8	8	31	-3	31	-3	1	-28	i
COc1ccc(Cl)cc1NC(=O)Cn1c(NCCO)nc2ccccc21	-2	-15	-9	40	-2	-9	1	0	-7	i
Cn1ccnc1SCC(=O)NC1(C#N)CCCCC1	-1	x	x	34	3	-9	4	x	7	i
CCc1nc(CN(C)C(=O)C2CCC(=O)N(Cc3cccc(F)c3)C2)no1 (stereo unspecified)	1	5	-2	8	1	-21	-5	2	-8	i
CCCCS/C(N)=N/N=C/c1cc(C)ccc1O	x	-36	-4	17	26	35	-1	-5	-76	i
Cc1ccccc1-c1ccc(=O)n(CC(=O)Nc2ccc(S(=O)(=O)N(C)C)cc2)n1	-1	-35	-4	-87*	0	9	2	2	11	i
Cc1cc(NC(=O)CN2C(=O)/C(=C/c3cccc(Br)c3)SC2=S)no1	3	-13	5	12	3	5	-1	0	12	i
Cc1cccc(N=Nc2c(N)n[nH]c2-c2ccc(Cl)cc2)c1	0	11	3	32	-2	1	-2	-1	-31	i
Cc1c(/C=C2\SC(=Nc3cccc(C(=O)O)c3)NC2=O)c2ccccc2n1C	1	-30	-2	24	-4	21	-1	1	1	i
CCCCN(CC)S(=O)(=O)c1ccccc1	0	-4	3	23	-6	5	-1	0	13	i
O=C(c1ccc2c(c1)N(Cc1ccccc1)C(=O)c1ccccc1S2)N1CCCC1	2	29	-3	11	-14	-11	-2	2	20	i
O=C(Nc1ccc(C(F)(F)F)cc1)c1ccccc1Br	1	-55	-9	17	19	39	-9	-1	-82	i
